Screening data from PubChem BioAssay.
GFP derepression: epigenetic modulators derepressing GFP locus in mouse cells. mouse C127i GFP locus derepression, cytometry, 30 h. 0.09% of 68,000 active. Potency, µM (titrated, usually from 46.1 µM), for inactives: at the highest dose GFP derepression (activation); also: % of control where 0% means no effect
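Read-out is the number of GFP-positive cells, scored as fluorescent objects 20 to 120 um wide, reflecting derepression of a silenced CMV-GFP reporter in murine C127i cells after 30 h compound exposure at 37 C.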
Ub-GFP proteasome: inhibits proteasome, raising ubiquitin-GFP reporter fluorescence; Ubiquitin-GFP reporter cells, proteasome inhibition, GFP fluorescence; response scale: untreated = 0%, 10 µM MG-132 = 100%; Potency, µM (highest dose often 45.9 µM), without a hit: at the top dose activation (GFP accumulation), hits mostly activators; 67,000 tested, under 10 active; active = well fitted activation curve with a large enough effect, not every such curve was filed as active; inconclusive = small, poorly fitted or top-dose-only effect, or another doubt; inactive = no such curve, though single readings can be large or run the other way; also: potency is read from the fitted curve at half-maximal effect
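GFP accumulation read-out: laser plate cytometry counting ubiquitin(G76V)-GFP-expressing U2OS cells after 4 hr compound exposure at 37 °C. Titrations spanned 46 uM to 2.9 nM; 0% = basal, 100% = 10 uM MG-132; concentration-response curves fitted.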
HBB splicing: modulators of hemoglobin beta chain splicing | HBB splicing reporter cell assay, activation; EGFP reporter with mutant IVS2-654 intron; response scale: normalised to 500 nM splice-correcting PNA | Potency, µM (doses to about 46.1 µM), inactives show top-dose activation, actives largely listed as activators | 0.06% of 65,000 active | AID 925; also: potency is read from the fitted curve at half-maximal effect; 0% is about no effect
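Compounds were applied for 2 days to HeLa EGFP-654 cells, 500/well in Optimem with 2% FCS. The reporter's EGFP is disrupted by mis-splicing of beta-globin intron IVS2-654. Readout: summed well GFP fluorescence from 488 nm laser scanning; reference was 500 nM antisense […] 654 PNA.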
Hsp90 Hop PPI: changes Hsp90-Hop TPR2A binding signal, up or down | AID 595 | 0.44% of 71,000 active | Potency, µM (top dose mostly 57 µM), inactives show top-dose activity change, negative = inhibition | AlphaScreen TPR2A-His6 binding biotin-Hsp90 C-terminal peptide; active = well fitted curve in either direction with a large enough effect; inconclusive = small, poorly fitted or top-dose-only effect, or another doubt; also: potency is read from the fitted curve at half-maximal effect; % is scaled to controls: 0 for no effect and ±100 for the full control effect; many of its hits are not listed in these tables
4MU fluor: compounds fluorescent in 4-MU spectral region | 11% of 59,000 active | max dye-equivalent concentration, M | AID 589 | compound autofluorescence, 340/450 nm, 4-MU equivalents; hits give high values; in the data active = max dye-equivalent concentration above about 10 nM; inconclusive = mostly about 1.1 nM to 9.6 nM
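Intrinsic fluorescence at 340/450 nm (ex/em) was read after 15 min at room temperature in pH 8.0, 100 mM Tris. Each compound concentration expressed as 4-MU-equivalent concentration from a six-point 4-MU standard series on each plate.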
15-hLO inh: 15-hLO (ALOX15) enzyme inhibition. P16050. purified 15hLO-1, xylenol orange hydroperoxide absorbance. Potency, µM (series often up to 57.1 µM), without a hit: at the top dose activity change, negative = inhibition, usual class: inhibitors. 1.4% of 74,000 active. AID 887; also: potency is read from the fitted curve at half-maximal effect; % is scaled to controls: 0 for no effect and ±100 for the full control effect; nearly all actives have a fitted effect of over 55% in size
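Hydroperoxide formed from arachidonic acid (50 uM) by purified human 15hLO-1 (40 nM) oxidizes ferrous iron, and the ferric-xylenol orange complex is read at 573 versus 405 nm. Compounds were preincubated 15 min; reaction ran 6 min at room temperature.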
A350 fluor: A350 region autofluorescence; Compound autofluorescence, 340/450 nm, Alexa 350 dye-equivalents; hits give high values; max dye-equivalent concentration, M; 11% of 59,000 active; AID 590; in the data active = max dye-equivalent concentration above about 10 nM; inconclusive = mostly about 1.1 nM to 9.6 nM
BRCT inh green: blocks human BRCA1 BRCT binding to phosphopeptide, green readout. BRCA1 BRCT-phosphopeptide binding, green fluorescence polarization. Potency, µM (titrated, usually from 76.9 µM), for inactives: at the highest dose activity change, negative = inhibition, hits mostly inhibitors. 0.05% of 75,000 active. AID 875;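 also: potency is read from the fitted curve at half-maximal effect; plate controls were peptide without protein for full effect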
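Compounds were incubated for 12 min at room temperature with a complex of 100 nM fluorescein-tagged pBACH1 decapeptide and 250 nM His-tagged BRCT protein. Buffer was phosphate pH 7.3 with EDTA, DTT and Tween 20. Disruption of binding lowers the polarization signal.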
BRCT PPI red: BRCT-phosphoprotein interaction inhibition (red fluorophore); P38398; BRCT-phosphopeptide binding, red fluorescence polarization; Potency, µM (highest dose often 76.9 µM), for inactives: at the highest dose activity change, negative = inhibition, usual class: inhibitors; 0.03% of 75,000 active; also: % is scaled to controls: 0 for no effect and ±100 for the full control effect
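Fluorescence polarization: 100 nM His-tagged BRCA1 BRCT with 100 nM TAMRA-labelled phospho-BACH1 decapeptide, phosphate buffer pH 7.3 with 150 mM NaCl, DTT, 0.01% Tween 20; 12 min RT. Binding inhibition seen as FP decrease.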
CRE Fsk mod: modulators of forskolin-stimulated CRE signaling in CHO cells; CHO CRE-bla reporter (cAMP response element driving beta-lactamase), forskolin EC10, beta-lactamase ratio; Potency, µM (series often up to 38.2 µM), without a hit: top-dose activity change, negative = inhibition, actives largely listed as activators; 2.5% of 71,000 active; active = well fitted activation curve with a large enough effect in the signal ratio, with a control signal flat, not every such curve was filed as active; inconclusive = small, poorly fitted or top-dose-only effect, or effect the other way, or a change in a side signal; the % refers to the signal ratio; also: potency is read from the fitted curve at half-maximal effect; % of control where 0% means no effect
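Beta-lactamase reporter under a cAMP responsive element in CHO cells; compounds tested in titration series against EC10 NKH 477, 3 h at 37 °C. Read-out: CCF4 FRET ratio 460nm/530nm (excitation 405nm) giving %Activity, fitted to AC50.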
Pol III holo inh: DNA polymerase III holoenzyme inhibition; 0.25% of 71,000 active; Potency, µM (doses to about 57.1 µM), for the others: at the highest dose activity change, negative = inhibition; reconstituted DNA polymerase III holoenzyme replication, biochemical; AID 603; also: potency is read from the fitted curve at half-maximal effect; % is scaled to controls: 0 for no effect and ±100 for the full control effect
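Reconstituted *E. coli* holoenzyme (0.35 nM Pol III, 1 nM beta, 154 nM SSB, 2 nM primase) was preincubated with compound for 15 min at RT. Synthesis on 1.4 nM ssM13Gori ran 35 min, then was stopped with PicoGreen/EDTA and read as dsDNA fluorescence.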
* marks the source's active call; other numbers are inactive results; i = inactive; ? = inconclusive; / = not tested or not shown; [ ] = dose if it differs, or a comment. Unless noted, calls follow the shape of the dose curve; as a rule, active = well fitted curve in the direction sought with a large enough effect; inconclusive = small, poorly fitted or top-dose-only effect, or another doubt; inactive = no such curve, though single readings can be large; an effect the other way counts as inactive or inconclusive.

SMILES	GFP derepression	Ub-GFP proteasome	HBB splicing	Hsp90 Hop PPI	4MU fluor	15-hLO inh	A350 fluor	BRCT inh green	BRCT PPI red	CRE Fsk mod	Pol III holo inh
CCOC(=O)C1=C(N2CCCCC2)c2cc3c(n2C1=O)CCCC3	-1%	-8%	-2.6%	-15%	i	?	i	-3.7%	0.9%	?	0%
CCOC(=O)Cn1nnnc1CN(Cc1ccc(OC)cc1)Cc1cc2cc(C)cc(C)c2[nH]c1=O	0%	2%	/	-1%	?	-8%	?	1.4%	-1.2%	5%	0%
CCC(=O)N(Cc1cc2cc(OC)ccc2[nH]c1=O)c1cccc(C)c1	-1%	7%	/	-3%	1.7e-07M*	-10%	1.4e-07M*	0.1%	-1.9%	5%	-5%
CCOC(=O)c1c(-c2ccccc2)oc2ccc(O)c(CN3CCOCC3)c12	0%	2%	-0.1%	9%	i	-19%	i	-1.6%	-0.2%	22%	-6%
C/C(N)=C(/C#N)C(=O)CSc1nnnn1-c1ccc(C)cc1	-1%	10%	-0.3%	-2%	i	-14%	i	0.5%	-4.3%	9%	-11%
CCS(=O)(=O)Nc1cc(-c2nc3cccnc3s2)ccc1C	/	16%	-0.6%	0%	/	-5%	/	3.8%	-1.6%	?	-4%
[O-][N+]1=C2CCC/C(=N\O)C2=NC12CCCCC2	-2%	12%	0.0%	0%	/	11%	/	-3.9%	-0.5%	3%	1%
CN(C)CCn1nnnc1SCC1=C(C(=O)O)N2C(=O)[C@@H](NC(=O)Cc3csc(N)n3)[C@@H]2SC1	7%[20.6 µM]	-2%[20.5 µM]	1.4%[20.6 µM]	0%[26 µM]	i	8%[25.6 µM]	i	-1.8%[34.4 µM]	0.1%[34.4 µM]	-5%[17.1 µM]	-12%[25.6 µM]
CCOCCCNc1nc(=S)[nH]c2cc(OC)c(OC)cc12	-3%	-2%	-3.9%	-1%	?	-2%	?	-2.5%	1.3%	?	0%
Cc1nc2cnc(Oc3cccc(Cl)c3)nc2n(Cc2ccc(F)cc2)c1=O	0%[9.22 µM]	4%	-1.6%	-2%	i	-6%	i	3.7%	0.8%	?	-2%
O=C(CSc1nnc(COc2ccccc2)o1)NCCc1ccccc1	0%	7%	-0.1%	-2%	i	-1%	i	2.5%	-0.8%	-26%	-2%
CCCn1c2c(c(O)c(C(=O)Nc3nccs3)c1=O)CCCC2	5%	0%	3.7%[0.369 µM]	3%	i	-6%	i	-2.3%	-1.2%	?	-6%
CC(=O)Nc1c(C(=O)O)[nH]c2ccccc12	0%	5%	/	2%	i	4%	i	-1.1%	0.2%	-1%	-8%
CCCn1c(SCC(=O)NCCc2ccccc2)nnc1-c1cccnc1	1%	5%	-0.1%[57.5 µM]	-1%	i	14%	i	-0.9%	-1.1%	9%	2%
CCOc1cc2[nH]c(=O)n(CCCN3CCCC3=O)c(=O)c2cc1OCC	-3%	-5%	1.0%	-6%	i	-2%	?	-1.1%	0.2%	18%	2%
CC(C)(C)C1=C[C@@H](CO)C[C@@H](CO)C1	2%	-3%	1.3%[0.369 µM]	-2%	?	7%	?	-3.1%	0.3%	5%	-3%
COC(=O)c1[nH]c(C)c(/C(O)=C2\C(=O)C(=O)N(CCN(C)C)C2c2ccco2)c1C (configuration not stated)	2%	1%	-1.9%[57.5 µM]	-3%	i	-13%	i	-0.8%	-0.2%	2%	-5%
O=C(C(Cc1ccccc1)n1cccc1)N1CCCCC1 (configuration not stated)	-5%	5%	-0.1%	-3%	/	12%	/	-1.7%	0.5%	-1%	-2%
O=C(Nc1ccccc1)N1CCn2c1nc1ccccc12	5%	1%	2.4%	-1%	i	-3%	i	1.3%	-0.5%	-6%	-1%
CC1CCCCN1Cc1nc2c(c(=O)n(C)c(=O)n2C)n1CCc1ccccc1 (configuration not stated)	2%	3%	3.8%[0.369 µM]	-4%	i	-1%	i	-2.3%	1.4%	-6%	-1%
CCOc1ccc(OCC)c(NC(=O)c2ccc(CNc3c(N4CCOCC4)c(=O)c3=O)cc2)c1	15%	-6%	-2.4%	-3%	i	-14%	i	0.4%	-1.1%	?	-4%
Cc1cnc(C(=O)N2CCN(S(=O)(=O)c3ccc4ccccc4c3)CC2)cn1	0%	5%	-2.8%	-5%	i	10%	i	2.4%	-2.8%	?	-3%
O=C1c2ccccc2C(=O)N1CCc1nc2ccccc2c(=O)n1CCCn1ccnc1	0%	-16%	-0.7%	-9%	/	14%	/	-2.9%	-1.7%	?	2%
OCCCN=C1CCCCC1	4%[9.22 µM]	-10%[9.17 µM]	4.3%[9.22 µM]	0%[11 µM]	i	-5%[11.4 µM]	i	-1.9%[15.4 µM]	0.6%[15.4 µM]	-1%[7.6 µM]	-11%[11.4 µM]

An excerpt of these results, in markdown.
| structure | GFP derepression | Ub-GFP proteasome | HBB splicing | Hsp90 Hop PPI | 4MU fluor | 15-hLO inh | A350 fluor | BRCT inh green | BRCT PPI red | CRE Fsk mod | Pol III holo inh |
| --- | --- | --- | --- | --- | --- | --- | --- | --- | --- | --- | --- |
| CCCn1c(SCC(=O)NCCc2ccccc2)nnc1-c1cccnc1 | 1% | 5% | -0.1%[57.5 µM] | -1% | i | 14% | i | -0.9% | -1.1% | 9% | 2% |
| CC(C)(C)C1=C[C@@H](CO)C[C@@H](CO)C1 | 2% | -3% | 1.3%[0.369 µM] | -2% | ? | 7% | ? | -3.1% | 0.3% | 5% | -3% |
| CC(=O)Nc1c(C(=O)O)[nH]c2ccccc12 | 0% | 5% | / | 2% | i | 4% | i | -1.1% | 0.2% | -1% | -8% |
| O=C(C(Cc1ccccc1)n1cccc1)N1CCCCC1 (configuration not stated) | -5% | 5% | -0.1% | -3% | / | 12% | / | -1.7% | 0.5% | -1% | -2% |

(next part)
SMILES	GFP derepression	Ub-GFP proteasome	HBB splicing	Hsp90 Hop PPI	4MU fluor	15-hLO inh	A350 fluor	BRCT inh green	BRCT PPI red	CRE Fsk mod	Pol III holo inh
CC1CC(C)CN(S(=O)(=O)c2ccc(C(=O)Nc3nnc(-c4cccs4)o3)cc2)C1 (configuration not stated)	10%	-7%	-2.7%	-11%	i	-5%	i	1.7%	-2.1%	-10%	0%
CC1=C(C(N)=O)C(c2ccco2)C(C(N)=O)=C(C)N1	?	-7%	-1.0%[9.22 µM]	-4%	/	-26%	/	-4.1%	0.1%	-3%	0%
c1ccc(-n2cnnc2SCc2nc3ccccc3s2)cc1	0%	3%	-0.2%[57.5 µM]	-2%	i	-5%	i	-0.1%	0.5%	?	-2%
CN(C)c1ncc2ncc(=O)n(C[C@H]3CCCO3)c2n1	-2%[9.22 µM]	9%	1.5%	-3%	?	8%	?	-1.8%	-1.2%	?	-2%
O=C1Nc2ccccc2C12OCCO2	0%	4%	0.0%[57.5 µM]	-2%	i	2%	i	-1.9%	-0.5%	0%	-9%
Cc1cc(S(=O)(=O)Nc2ccccc2C(=O)O)ccc1Cl	0%	-10%	0.5%	-1%	i	2%	i	3.5%	-1.5%	-4%	-9%
COc1ccc(CCN2C(=O)CC(N3CCN(c4ccccn4)CC3)C2=O)cc1OC (configuration not stated)	2%	-4%	-1.1%	1%	i	7%	i	-1.1%	0.5%	6%	-2%
CCc1cc2c(=O)c(-n3cnc4ccccc43)coc2cc1O	1%	3%	-0.7%	-1%	2.3e-07M*	2%	3.1e-07M*	0.0%	-0.9%	-16%	0%
Cc1cccc(Nc2ccccc2C(=O)OCC(=O)N2CCOCC2)c1C	-1%	-1%	-6.0%	7%	2.1e-08M*	-4%	1.9e-08M*	1.2%	0.0%	17%	0%
COC(=O)c1ccc(-n2nnnc2SCC(=O)Nc2cc(OC)ccc2OC)cc1	-2%	1%	0.0%[57.5 µM]	-4%	i	2%	i	-0.6%	-0.9%	10%	2%
CCC(=O)Nc1c2c(nn1-c1ccc(C)cc1C)CSC2	-2%	4%	-0.1%	-1%	i	10%	i	-2.6%	-3.2%	-1%	8%
CCOc1ccccc1NC(=O)CN(Cc1ccccc1)S(C)(=O)=O	-2%	5%	0.3%	-2%	i	-10%	i	-0.8%	0.8%	3%	1%
O=C(CCS(=O)(=O)c1ccc(Br)s1)NCc1ccc2c(c1)OCO2	1%	-8%	5.5%	2%	i	-1%	i	-1.7%	0.4%	?	-4%
O=C(NCC1CCC(C(=O)O)CC1)c1cccnc1 (configuration not stated)	-2%	-2%	-1.6%[57.5 µM]	-1%	i	4%	i	-1.8%	0.6%	3%	-2%
CCOC(=O)c1cccc(NC(=O)N[C@@H](C)C(=O)OC)c1	3%	16%	-0.7%	1%	i	-4%	i	-1.8%	-3.2%	?	0%
